# NS5 inhibitors = Dengue-2 NS5 methyltransferase inhibitors, primary screen, biochemical, confirmation dose response (AID 588689); Dengue-2 NS5 methyltransferase capping enzyme assay, biochemical; higher % means a stronger effect; inhibition, % at 25 µM, or IC50 in µM where a hit was titrated; 340,000 compounds, 0.3% hits; in the data active means a potency from the dose series; inconclusive means inhibition above about 29% without an active follow-up result
# UTI89 phage lysis = inhibition of K1F phage lysis, E. coli UTI89, bacterial capsule biogenesis inhibitors, alamar blue (AID 488966); E. coli UTI89 K1F phage lysis, alamar blue, 2 h; higher % means a stronger effect; one-dose inhibition, % at 100 µM; IC50 in µM for titrated hits; 340,000 compounds, 0.02% hits;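 active means phage lysis inhibition, versus mean bacterial control, above a set limit; inconclusive means no clear call, values can overlap the other calls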;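 further: capsule biogenesis inhibitors block K1F phage lysis so surviving cells raise fluorescence; higher fluorescence means more inhibition of phage lysis; actives were called in the ten point dose series up to 300 µM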
# West Nile antiviral = West Nile virus antiviral activity, cell-based, CPE readout (AID 1621) | West Nile virus-infected cells, CPE inhibition; higher % means a stronger effect | CPE inhibition, % at 10 µM, or IC50 in µM where a hit was titrated | 290,000 compounds, 0.02% hits; in the data active means a potency from the dose series; inconclusive means CPE inhibition mostly from about 3.7% at the one dose, without a potency; inactive means the rest, 99 in 100 with CPE inhibition below about 2.2%; further: strong numbers were not always called active
# RSV CPE inhibition = RSV antiviral activity via CPE protection, HEp-2 cells, primary 10 µM value included (AID 2391); HEp-2 cells, RSV-induced CPE inhibition; higher % means a stronger effect; one-dose CPE inhibition, % at 10 µM; IC50 in µM for titrated hits; 310,000 compounds, 0.13% hits; in the data active means a potency from the dose series; inconclusive means CPE inhibition mostly from about 23% at the one dose, without a potency; inactive means the rest, 99 in 100 with CPE inhibition below about 21%; further: strong numbers were not always called active
# SV40 large T antigen = TAg ATPase/helicase activity blockers – biochemical (AID 1903). SV40 large T antigen ATPase/helicase inhibition assay; higher % means a stronger effect. inhibition, % at 20 µM; hits with a dose series show IC50 in µM. 310,000 compounds, 0.39% hits; in the data active means a potency from the dose series; inconclusive means inhibition mostly from about 32% at the one dose, without a potency; inactive means the rest, 99 in 100 with inhibition below about 32%; further: strong numbers were not always called active
# ER stress rescue = rescue of cells from ER stress-induced death, primary screen, 384-well, CSM14.1, thapsigargin, ATP luminescence (AID 1222). cellular ATP content (survival), % at 20 µM, or EC50 in µM where a hit was titrated. CSM14.1 thapsigargin-induced death rescue, ATP luminescence; higher % means a stronger effect. 190,000 tested, under 10 active;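 active means EC50 below 50 µM in the dose-response confirmation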;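 further: death triggered by thapsigargin at about 15 µM added after 2 h compound pretreatment; cell ATP read after overnight thapsigargin exposure of roughly 18 to 22 hours; normalized against plate controls of thapsigargin alone and 5% DMSO vehicle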
# WT yeast gro inh = growth inhibition of WT yeast, mitochondrial fusion screen; mitochondrial fusion phenotypic screen, WT strain; 190,000 compounds, 2.1% hits; inhibition, % at 10 µM; in the data active means inhibition above about 58%; tested in S. cerevisiae
# XIAP displacement = XIAP antagonists, biochemical, IAP family, fluorescence polarization (AID 1018) | XIAP BIR domain, fluorescence polarization peptide displacement; higher % means a stronger effect | one-dose displacement, % at 20 µM; IC50 in µM for titrated hits | 200,000 compounds, 0.007% hits; in the data active means displacement above about 50%; further: a part of the inactive calls stands beside numbers as strong as those of hits
# Yfh1-depleted yeast = mitochondrial function rescue without frataxin homolog – Friedreich's ataxia, plus single-dose screen, dose response (AID 1465); S. cerevisiae Yfh1-off respiration, WST-1 reduction, 72 h; higher fold induction means a stronger effect; fold induction at 50 µM; hits with a dose series show EC50 in µM; 220,000 compounds, 0.074% hits;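 active means fold induction of absorbance versus untreated yeast above a set limit, then at least 30% activation at any dose in follow-up; inconclusive means repeats straddling the limit, or above it without dose testing; inactive means fold induction below the set limit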;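 further: activators that raise dye reduction in frataxin-depleted yeast; strong numbers were not always called active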
# WT yeast gro inh mutant strain = recorded beside WT yeast gro inh, whose call it bears; inhibition, %; mitochondrial fusion phenotypic screen, mutant strain inhibition
# NS5 inhibitors pilot replicate = also measured in NS5 inhibitors; calls as there; inhibition, %; measured here: pilot screen replicate inhibition
# * = called active by the depositor; i = inactive; ? = inconclusive; . = not tested or not shown.
SMILES,NS5 inhibitors,UTI89 phage lysis,West Nile antiviral,RSV CPE inhibition,SV40 large T antigen,ER stress rescue,WT yeast gro inh,WT yeast gro inh mutant strain,XIAP displacement,Yfh1-depleted yeast,others
CCCCOc1nc2ccccc2c(=O)n1-c1ccccc1,2.6%,-0.1%,-1.6%,4.7%,4.2%,-1.9%,-5.9,4.4,-16.6%,i,
CCCCCn1c(NC(=O)c2ccco2)c(C(=O)OCC)c2nc3ccccc3nc21,22.6%,0.0%,-1.7%,2.4%,6.7%,-1.5%,1.2,-21.0,-0.1%,i,
O=C1NC(=O)N(CCc2ccc(F)cc2)C(=O)/C1=C\C=C\c1ccccc1,-19.7%,0.6%,?,.,23.1%,-2.1%,-10.6,0.9,-6.3%,i,
COc1ccc(CCn2c(O)c(C=NCc3cccnc3)c(=O)[nH]c2=O)cc1OC,0.0%,i,1.0%,0.1%,17.1%,.,5.4,2.2,-1.4%,i,
Fc1ccc(CNCCc2ccccc2)cc1,0.0%,-0.1%,-0.8%,-2.2%,7.0%,-1.6%,-7.6,-7.3,-6.1%,i,
COc1cc2c(cc1OC)C(C1c3cc4c(cc3CCN1C)OCO4)OC2=O (configuration not stated),-5.7%,0.4%,-0.3%,0.0%,5.4%,.,.,.,.,.,
CC(=O)OC1N=C(c2ccc(Cl)cc2)c2cc(Br)ccc2NC1=O (configuration not stated),-4.9%,-0.4%,-0.2%,1.9%,10.2%,-0.9%,4.0,-3.7,-0.5%,i,
CN(Cc1ccccc1)Cc1ccccc1OC(=O)N(C)C,-5.6%,0.0%,0.0%,-0.9%,4.6%,-0.9%,-5.0,-5.0,-4.5%,i,
COc1ccccc1OCCCn1cc(C=O)c2ccccc21,-4.2%,-1.0%,0.5%,30.0%,0.2%,-0.3%,23.9,-0.3,-8.6%,i,
CC(C)CCNC(=O)c1c(N)n(Cc2ccc3c(c2)OCO3)c2nc3ccccc3nc12,-3.2%,i,-1.6%,2.4%,-3.5%,-1.8%,11.8,7.6,-6.5%,i,
COc1ccc(CC2c3cc(OC)c(OC)cc3CCN2C)cc1OC (configuration not stated),-2.9%,7.1%,-0.5%,.,5.4%,-0.4%,-12.3,3.0,-7.9%,i,
Fc1ccccc1N1CCN(Cc2ccc3c(c2)OCO3)CC1,-2.0%,0.0%,-0.6%,2.9%,5.0%,-2.6%,33.0,45.7,-2.7%,i,NS5 inhibitors pilot replicate=-4.8
FCCN(CCF)c1cccc(Cl)c1,.,.,-0.1%,1.2%,4.8%,.,.,.,.,i,
O=C(C1CCN(S(=O)(=O)N2CCOCC2)CC1)N1CCC2(CC1)OCCO2,1.6%,1.8%,0.7%,1.4%,6.7%,0.3%,-9.2,-24.0,-7.7%,i,
Cc1c2cnn(CC(=O)N3CCC4(CC3)OCCO4)c(=O)c2c(C)n1Cc1ccccc1,6.1%,1.0%,0.3%,0.2%,9.4%,8.2%,5.0,19.7,-0.7%,i,
O=c1[nH]c(=O)n(-c2ccc(Br)cc2)c(O)c1C=NCCN1CCCCC1,0.0%,-1.8%,0.1%,1.3%,8.7%,.,.,.,.,i,
Cc1cc(=O)[nH]c(CCl)n1,.,.,0.0%,2.8%,9.1%,-0.3%,4.4,0.6,-17.9%,i,
COC(=O)C1C2c3ccccc3OC1(C)N=c1s/c(=C/c3cnn(C)c3C)c(=O)n12 (configuration not stated),0.0%,1.8%,0.1%,0.9%,5.5%,-2.4%,11.1,40.4,3.2%,i,
CCCCn1c(O)c(C(C)=NCC2CCCO2)c(=O)[nH]c1=O (configuration not stated),-3.8%,0.7%,0.6%,2.2%,1.4%,3.8%,12.4,6.1,-3.3%,i,NS5 inhibitors pilot replicate=2.4
COc1ccc(OCC(=O)N2CCN(C(C)C)CC2)cc1,-2.7%,-0.3%,0.2%,1.3%,10.9%,-1.1%,-19.9,0.9,-5.0%,i,
Cc1ccsc1C(=O)C1CCCN(Cc2ccccc2O)C1 (configuration not stated),-5.4%,0.1%,-0.6%,-0.4%,0.8%,-1.1%,-13.2,9.8,-6.8%,i,
COc1ccccc1N1CCN(Cc2ccc(Br)s2)CC1,2.7%,0.5%,-0.3%,3.2%,7.2%,.,42.2,28.1,-0.7%,i,NS5 inhibitors pilot replicate=-1.5
O=[N+]([O-])/C=C1/NCCN1Cc1ccc(Cl)nc1,-2.7%,0.2%,-0.2%,1.4%,10.8%,1.5%,11.6,14.6,3.2%,i,
Nc1c(C(=O)OCc2ccccc2)c2nc3ccccc3nc2n1Cc1cccs1,-16.8%,0.1%,?,14.8%,-1.3%,-1.9%,9.6,8.1,-1.5%,i,
CCOc1cccc(CNCCc2c(C)[nH]c3ccc(OC(F)(F)F)cc23)c1O,-1.9%,0.0%,-2.2%,-1.8%,8.2%,.,.,.,.,.,
c1ccc(C2NCCc3[nH]cnc32)cc1 (configuration not stated),-5.9%,0.2%,0.2%,0.8%,1.2%,.,.,.,.,i,
N=C1c2ccccc2CN1NC(=O)c1ccc(Cl)cc1,-2.1%,0.1%,0.0%,1.1%,2.4%,-1.8%,1.7,-2.4,-4.7%,i,

# Among those listed so far, these contain a halogen:
SMILES,NS5 inhibitors,UTI89 phage lysis,West Nile antiviral,RSV CPE inhibition,SV40 large T antigen,ER stress rescue,WT yeast gro inh,WT yeast gro inh mutant strain,XIAP displacement,Yfh1-depleted yeast,others
O=C1NC(=O)N(CCc2ccc(F)cc2)C(=O)/C1=C\C=C\c1ccccc1,-19.7%,0.6%,?,.,23.1%,-2.1%,-10.6,0.9,-6.3%,i,
Fc1ccc(CNCCc2ccccc2)cc1,0.0%,-0.1%,-0.8%,-2.2%,7.0%,-1.6%,-7.6,-7.3,-6.1%,i,
CC(=O)OC1N=C(c2ccc(Cl)cc2)c2cc(Br)ccc2NC1=O (configuration not stated),-4.9%,-0.4%,-0.2%,1.9%,10.2%,-0.9%,4.0,-3.7,-0.5%,i,
Fc1ccccc1N1CCN(Cc2ccc3c(c2)OCO3)CC1,-2.0%,0.0%,-0.6%,2.9%,5.0%,-2.6%,33.0,45.7,-2.7%,i,NS5 inhibitors pilot replicate=-4.8
FCCN(CCF)c1cccc(Cl)c1,.,.,-0.1%,1.2%,4.8%,.,.,.,.,i,
O=c1[nH]c(=O)n(-c2ccc(Br)cc2)c(O)c1C=NCCN1CCCCC1,0.0%,-1.8%,0.1%,1.3%,8.7%,.,.,.,.,i,
Cc1cc(=O)[nH]c(CCl)n1,.,.,0.0%,2.8%,9.1%,-0.3%,4.4,0.6,-17.9%,i,
COc1ccccc1N1CCN(Cc2ccc(Br)s2)CC1,2.7%,0.5%,-0.3%,3.2%,7.2%,.,42.2,28.1,-0.7%,i,NS5 inhibitors pilot replicate=-1.5
O=[N+]([O-])/C=C1/NCCN1Cc1ccc(Cl)nc1,-2.7%,0.2%,-0.2%,1.4%,10.8%,1.5%,11.6,14.6,3.2%,i,
CCOc1cccc(CNCCc2c(C)[nH]c3ccc(OC(F)(F)F)cc23)c1O,-1.9%,0.0%,-2.2%,-1.8%,8.2%,.,.,.,.,.,
N=C1c2ccccc2CN1NC(=O)c1ccc(Cl)cc1,-2.1%,0.1%,0.0%,1.1%,2.4%,-1.8%,1.7,-2.4,-4.7%,i,

# Assay outcomes as filed in PubChem BioAssay.

# Some of the compounds tested. The share of hits here may be higher or lower than overall.
